Screening results from PubChem.
TAAR1 antag: human TAAR1 antagonism; CHO RD-HGA16 TAAR1, Fluo-8 calcium fluorescence, antagonist; inhibition, % at 3 µM; AID 624466; hit rate 1.5% among 360,000;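 active = inhibition above a per-plate cutoff, the mean inhibition of test compounds on that plate plus 3 SD, cut at about 49% in these data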;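 also: 0% = DMSO plus EC80 beta-PEA response and 100% = DMSO alone without agonist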
Target sequence (Q96RJ0 whole entry, looked up): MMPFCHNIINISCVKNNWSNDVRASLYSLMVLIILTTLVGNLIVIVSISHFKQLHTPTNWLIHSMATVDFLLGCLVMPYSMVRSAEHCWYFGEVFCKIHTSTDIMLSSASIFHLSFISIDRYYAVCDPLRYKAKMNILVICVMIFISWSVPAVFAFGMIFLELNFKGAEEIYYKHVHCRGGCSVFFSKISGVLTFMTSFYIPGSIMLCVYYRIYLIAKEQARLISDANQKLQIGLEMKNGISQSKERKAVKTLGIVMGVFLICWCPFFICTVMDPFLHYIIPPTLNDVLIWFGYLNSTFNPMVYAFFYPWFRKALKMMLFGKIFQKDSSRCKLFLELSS
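Test system: hTAAR1-expressing CHO RD-HGA16 cells, Gα16-coupled; Probe or stimulus: EC80 β-phenethylamine stimulus; Compound dosing: single nominal final test compound concentration of 3 µM; Timing: 140 s kinetic read after compound, 140 s after agonist; Signal: Fluo-8 calcium-sensitive fluorescence; Measure: % inhibition of agonist calcium response; Controls: DMSO and EC80 PEA controls.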
CHO parental Ca: signal in parental CHO cells, OX1R antagonist counter-screen. hit rate 0.63% among 330,000. inhibition, % at 5.6 µM. parental CHO-K1, ATP-induced calcium, Fluo-8 fluorescence;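 active = inhibition above that plate's mean sample inhibition plus 3 SD, cut at about 26% in these data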;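 also: 0% = ATP-challenged DMSO wells and 100% = DMSO wells without ATP; some compounds past the cut are filed as inactive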
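Assay system: parental CHO cells; Read-out basis: percent inhibition of ATP-evoked calcium rise, normalized to controls; Benchmarks: ATP and no-ATP DMSO wells; Compound dosing: single nominal dose of 5.6 µM per compound; Signal: Fluo-8 calcium dye fluorescence; Also added: ATP as calcium-mobilizing challenge; Repeats: singlicate.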
CHRM1 agonist: activates human CHRM1 receptor; activation, % at 3 µM; CHO-K1 hM1, Fluo-8 calcium fluorescence, agonist mode; 0% DMSO, 100% acetylcholine EC100; hit rate 0.33% among 360,000; AID 588814;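 active = activation above the run's mean compound activation plus 3 SD, cut at about 16% in these data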;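 also: peak over basal fluorescence ratio within a 140 s kinetic read after compound addition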
Target sequence (P11229 whole entry, looked up): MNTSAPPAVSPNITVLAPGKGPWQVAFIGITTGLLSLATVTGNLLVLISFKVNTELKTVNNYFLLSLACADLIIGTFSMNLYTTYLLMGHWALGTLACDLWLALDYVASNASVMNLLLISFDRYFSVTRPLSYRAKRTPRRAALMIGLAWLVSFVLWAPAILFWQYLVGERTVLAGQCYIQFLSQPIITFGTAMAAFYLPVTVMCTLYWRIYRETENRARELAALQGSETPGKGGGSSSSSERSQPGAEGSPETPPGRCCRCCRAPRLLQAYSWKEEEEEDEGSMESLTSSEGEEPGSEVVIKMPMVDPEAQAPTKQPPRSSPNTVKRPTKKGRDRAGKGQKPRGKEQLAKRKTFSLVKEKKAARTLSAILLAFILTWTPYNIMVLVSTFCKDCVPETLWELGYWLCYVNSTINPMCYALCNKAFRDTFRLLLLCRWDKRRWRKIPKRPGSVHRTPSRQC
M1 antag: human CHRM1 antagonism; AID 588852; hit rate 1.3% among 360,000; CHO-K1 hM1, Fluo-8 calcium fluorescence, ACh EC80 antagonist; inhibition, % at 3 µM;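 active = percent inhibition above its own plate's cutoff, namely the mean of that plate's compound wells plus 3 SD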;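 also: peak over basal fluorescence ratio during 140 s after agonist addition; 0% = ACh EC80 plus DMSO and 100% = DMSO alone without agonist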
TAAR1 ag: human TAAR1 agonism; Q96RJ0; CHO RD-HGA16 TAAR1, Fluo-8 calcium fluorescence; vehicle wells 0%, saturating PEA agonist 100%; activation, % at 3 µM; hit rate 0.99% among 360,000; AID 624467;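 active = activation above the mean activation of all test compounds in the run plus 3 SD, cut at about 38% in these data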
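System: CHO RD-HGA16 cells carrying human TAAR1 plus Gα16; Incubation: 17-24 h seeding, 75 min 37 °C dye, 30 min RT; Measured by: Fluo-8 fluorescence, 5 s baseline then 140 s kinetic read; Control set: DMSO and PEA EC100; Replication: single well for each compound.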
CHO-K1 Ca ag: nonselective activator or artifact in parental CHO-K1 cells. hit rate 0.48% among 360,000. AID 602248. Fluo-8 calcium fluorescence; scaled to maximal ATP response, vehicle zero. activation, % at 3 µM; in the data active = activation above about 15%;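 also: untransfected CHO-K1 host cells lacking M1 receptor as counterscreen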
CHO-K1 Ca antag: M1 antagonist counterscreen hit in parental CHO-K1 cells; ATP-induced calcium, Fluo-8 fluorescence; inhibition, % at 3 µM; hit rate 0.6% among 360,000;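 active = inhibition above a per-plate cutoff, the plate's mean sample inhibition plus 3 SD, cut at about 24% in these data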;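 also: 0% = DMSO plus EC80 ATP and 100% = DMSO alone without ATP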
CHO-K1 Ca PAM: M1 PAM counterscreen hit in parental CHO-K1 cells | hit rate 0.02% among 360,000 | ATP EC20, Fluo-8 calcium fluorescence; 0% at ATP EC20, 100% at ATP max | activation, % at 3 µM;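 active = activation above the run cutoff, the mean activation of all test compounds plus 3 SD, cut at about 40% in these data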;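 also: peak over basal fluorescence ratio in a 140 s read after ATP addition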
OXTR potentiator: human OXTR potentiation; P30559; CHO-OTR cells, Fluo-8 calcium fluorescence, potentiator mode; 0% = oxytocin EC15, 100% = EC100; activation, % at 3 µM; hit rate 0.061% among 320,000; AID 2445;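 active = activation above that plate's cutoff, the mean activation of tested compounds plus 3 SD, cut at about 6.6% in these data, passing the limit was not always enough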;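 also: 100% uses oxytocin at 75 nM as the full agonist control; some results filed as inactive read as strong as hits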
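Replication – single well per compound, singlicate · Assay system – CHO cell line stably expressing human OTR · Timing – 6 min pre-incubation, 100 s read · Measure – normalized max/min fluorescence ratio, % activation · Doses – 3.0 µM, one dose · Detection – Fluo-8 calcium dye fluorescence · Probe or stimulus – oxytocin near EC15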
Starred values were filed as active, the others as inactive; nt = no result given. Random draw from the library, and some 4.2% of all compounds hit somewhere here.

SMILES	TAAR1 antag	CHO parental Ca	CHRM1 agonist	M1 antag	TAAR1 ag	CHO-K1 Ca ag	CHO-K1 Ca antag	CHO-K1 Ca PAM	OXTR potentiator
CCCCN(CC)S(=O)(=O)c1c(C)[nH]c(=O)[nH]c1=O	5	0	-4	3	2	0.0	-3	5	-23
COc1cccc2cc(-c3ccccc3)c(=O)oc12	-4	-13	-11	-1	0	-0.2	-7	-3	5
COc1cnc(-c2ccccc2)nc1Oc1cccc(C)c1	-14	-27	12	-11	2	-0.2	-2	-2	-2
COc1ccc(C)cc1NS(=O)(=O)c1ccc2c(c1)oc(=O)n2C	14	-7	-4	-5	3	0.8	-5	13	-5
CCOC(=O)[C@]12CCCC=C1N(Cc1ccco1)C(=O)[C@H](CC(=O)NCC1CCCCC1)C2	5	nt	nt	nt	3	-0.1	-10	-14	nt
C=CCOc1ccc2c(OC)c3ccoc3nc2c1OC	-2	5	-1	8	0	-0.3	7	1	-12
O=C1C=C(C#Cc2ccc(Oc3ccccc3)cc2)C[C@@H](c2ccc(F)cc2)C1	6	nt	1	-10	0	0.9	-17	16	nt
O=S(=O)(CCNC1CC1)NC1CCCCC1	1	nt	-5	-16	0	0.1	-15	12	nt
CCOC(=O)C1CCCN(Cc2cc(=O)oc3cc(C)c(C)cc23)C1 (stereo not given)	4	-20	3	5	-1	-0.1	-14	-3	-5
Cc1noc(C)c1S(=O)(=O)Nc1ccc2c(c1)C(=O)N([C@@H](C)CO)C[C@@H](C)[C@@H](CN(C)CC1CCCCC1)OCCCC[C@@H](C)O2	5	nt	-9	-1	-1	0.1	-12	12	nt
Cn1c(/C=C/c2cccc([N+](=O)[O-])c2)nc2ccccc2c1=O	6	-3	-7	-3	8	6.9	-7	9	4
C=CCC[C@@H](Cc1ccc(F)cc1)C(=O)OC[C@@H](Cc1c[nH]c2ccccc12)NC(=O)[C@@H](CC=C)CC(=O)NCCO	36	-21	-2	8	7	1.5	-9	6	-5
COC(=O)/C=C(\C)NC(=O)c1cccs1	-3	1	1	0	7	-0.5	2	1	3
O=c1[nH]cnc(O)c1C(c1ccc2c(c1)OCO2)c1c(O)nc[nH]c1=O	0	7	-4	-8	15	0.5	-13	21	-3
Cc1cc(NC(=O)CSc2nnnn2-c2ccc(F)cc2)no1	-2	-11	1	-12	0	0.2	-4	10	-8
COc1cccc(OC)c1OCC(O)CN1CCN(c2ccccc2)CC1 (stereo not given)	-5	-16	-4	-9	13	0.7	-1	8	-5
COc1ccc(N(CC(=O)N/N=C(\C)c2ccc(C)cc2)S(=O)(=O)c2ccccc2)cc1	-23	-9	6	-7	0	9.8	-3	7	-4
CCCCc1cc(=O)oc2c(CN(C)C)c(O)ccc12	1	-19	-6	7	10	0.9	-2	10	-13
COc1ccccc1NC(=O)CSc1nc2[nH]ncc2c(=O)[nH]1	-18	-2	0	-23	1	1.0	3	1	-3
c1ccc(-c2cn3c(n2)SCC3)cc1	1	-9	-4	-1	9	1.0	-7	9	-3

Whole records from above. Order of screens: TAAR1 antag	CHO parental Ca	CHRM1 agonist	M1 antag	TAAR1 ag	CHO-K1 Ca ag	CHO-K1 Ca antag	CHO-K1 Ca PAM	OXTR potentiator
Profile of `Cn1c(/C=C/c2cccc([N+](=O)[O-])c2)nc2ccccc2c1=O` → 6	-3	-7	-3	8	6.9	-7	9	4
Profile of `O=S(=O)(CCNC1CC1)NC1CCCCC1` → 1	nt	-5	-16	0	0.1	-15	12	nt

(more compounds)
SMILES	TAAR1 antag	CHO parental Ca	CHRM1 agonist	M1 antag	TAAR1 ag	CHO-K1 Ca ag	CHO-K1 Ca antag	CHO-K1 Ca PAM	OXTR potentiator
O=C(C1CCCO1)N1CCN(Cc2nc3ccccc3c(=O)[nH]2)CC1 (stereo not given)	-6	-1	-3	-8	11	0.0	-10	8	4
COc1ccc([N+](=O)[O-])cc1Nc1ncnc2ccccc12	-5	-8	-6	-7	4	0.4	-12	8	-5
CC(=O)n1c2c(c3ccccc31)OC(N)=C(C#N)C2c1ccc(C(C)C)cc1 (stereo not given)	-14	-16	-10	7	2	0.6	-15	11	2
COc1cc(NC(=S)NCc2ccc(S(N)(=O)=O)cc2)cc(OC)c1	9	-20	-5	3	8	-0.2	8	-3	5
Cc1nc2scc(C)n2c(=O)c1S(=O)(=O)N1CCN(c2ccc([N+](=O)[O-])cc2)CC1	-10	3	-1	-2	1	0.4	-1	0	-3
COc1ccc(NC(=O)CSc2nnc(Cc3cccn3C)n2CCc2ccccc2)c(OC)c1	nt	-35	-3	-2	nt	-0.2	2	-1	-9
CCN(CC)C(NC(=O)Cc1ccccc1)C(Cl)(Cl)Cl (stereo not given)	-15	2	0	15	10	-0.1	-4	-4	-10
CCN(CC)CCNC(=O)C(=O)Nc1cc2c3c(c1)CCN3C(=O)CC2	-15	-13	-2	-13	1	0.2	-17	16	-8
Cc1cccc(-c2nnc(SCC#N)n2-c2ccccc2)c1	-10	-4	-3	-7	10	0.4	-14	4	-14
COCOCCn1cc(CN2CCS(=O)(=O)N(Cc3ccc(-c4ccc(OC)cc4)cc3)C(C(C)C)C2=O)nn1 (stereo not given)	3	nt	-5	0	1	0.7	-11	11	nt
Cc1ccc(C)c(N(C)S(=O)(=O)c2cccc3nsnc23)c1	11	-22	-6	3	-2	0.0	1	6	-6
COCCN(C(=O)COC(=O)CCc1nc2ccccc2s1)c1c(N)n(Cc2ccccc2)c(=O)[nH]c1=O	0	-9	-3	-3	2	0.2	-1	-7	-5
COc1cccc(CNC(=O)c2ccc(N3CCOCC3)c([N+](=O)[O-])c2)c1	19	-4	-4	-9	1	3.6	-19	2	-2
C/C=C1\NC(=O)[C@H](C)NC(=O)[C@@H](NC(=O)[C@H](Cc2ccc(O)cc2)NC(=O)[C@@H](NC(=O)/C(C)=C/C)C(C)C)[C@@H](C)OC(=O)[C@H](CC(C)C)NC(=O)[C@@H](CCC(=O)O)NC1=O	-2	nt	0	-38	2	0.0	-6	5	nt
Nc1c(C(=O)NCC2CCCO2)sc(=S)n1-c1ccccc1 (stereo not given)	6	5	-1	-4	5	-0.1	-3	0	-18
COc1ccc(-n2c(=S)[nH]c3cc(C(=O)Nc4ccc(OC)c(OC)c4)ccc3c2=O)cc1	9	-2	-1	11	-1	0.3	-6	24	-3
COc1ccc(-c2csc(NC(=O)c3ccc(OCC(=O)N4CCOCC4)c(OC)c3)n2)cc1OC	48	2	-5	6	18	5.8	-4	17	-17
CC(=O)C1=C(C)NC(=O)NC1c1ccccc1OCC(=O)NCCc1ccccc1 (stereo not given)	17	-19	-1	-7	2	0.0	-33	12	0
Cc1cccc(OCC(=O)OCC(=O)Nc2ccc(Cl)cn2)c1	2	-19	-3	-3	14	1.5	-4	-5	1
Cc1ccc(N2C(=S)NC3c4ccccc4OC2(C)C3C(=O)N(C)C)cc1 (stereo not given)	-11	-17	-4	-7	3	0.5	-9	16	-23
CC1CC(C)CN(CCCNC(=O)c2csc3c2CCCC3)C1 (stereo not given)	-10	-17	-5	3	2	-0.4	3	0	-14
Cc1cc(C)c(NS(=O)(=O)c2ccc3c(c2)NC(=O)C(C)C(=O)N3)c(C)c1 (stereo not given)	1	-10	-1	-13	0	-0.3	16	7	-3
CCCSc1nsc(SCCC)c1C(N)=O	-13	-21	-1	0	2	1.8	-8	12	-12
Cc1c(NC(=O)CCCCCN2C(=O)c3ccccc3C2=O)c(=O)n(-c2ccccc2)n1C	-14	-13	-6	0	0	-0.4	-1	-7	-5
CCOc1ccc(/C=N/NC(=O)C2CC2)cc1OC	-10	-1	0	-12	0	0.0	-4	-21	-11
CCCCOc1cccc(C(=O)Nc2ccc(NC(=O)c3cccs3)cc2)c1	-13	-8	-5	-15	-3	0.5	-6	-6	-4
NC(=O)CSC1=Nc2ccccc2C2=NC(CCC(=O)NCc3ccc(F)cc3)C(=O)N12 (stereo not given)	-6	8	-2	-7	0	0.8	-16	17	-8
COc1ccc(Cl)cc1NC(=O)CN1C(=O)C(=O)N(C2CCCC2)C1=O	7	nt	2	-11	1	1.3	-17	17	nt
O=C(Nc1ccccc1)/C(=C\c1ccc(F)cc1)NC(=O)c1ccco1	1	-5	-5	-3	-2	2.1	-16	20	-10
N#CCn1c(C2CCCCC2)nc2ccccc2c1=O	-7	-17	-2	-10	4	0.1	-9	9	8

As a short view, 7 of the compounds above:
SMILES	TAAR1 antag	CHO parental Ca	CHRM1 agonist	M1 antag	TAAR1 ag	CHO-K1 Ca ag	CHO-K1 Ca antag	CHO-K1 Ca PAM	OXTR potentiator
Cc1c(NC(=O)CCCCCN2C(=O)c3ccccc3C2=O)c(=O)n(-c2ccccc2)n1C	-14	-13	-6	0	0	-0.4	-1	-7	-5
CCOc1ccc(/C=N/NC(=O)C2CC2)cc1OC	-10	-1	0	-12	0	0.0	-4	-21	-11
CCCCOc1cccc(C(=O)Nc2ccc(NC(=O)c3cccs3)cc2)c1	-13	-8	-5	-15	-3	0.5	-6	-6	-4
NC(=O)CSC1=Nc2ccccc2C2=NC(CCC(=O)NCc3ccc(F)cc3)C(=O)N12 (stereo not given)	-6	8	-2	-7	0	0.8	-16	17	-8
COc1ccc(Cl)cc1NC(=O)CN1C(=O)C(=O)N(C2CCCC2)C1=O	7	nt	2	-11	1	1.3	-17	17	nt
O=C(Nc1ccccc1)/C(=C\c1ccc(F)cc1)NC(=O)c1ccco1	1	-5	-5	-3	-2	2.1	-16	20	-10
N#CCn1c(C2CCCCC2)nc2ccccc2c1=O	-7	-17	-2	-10	4	0.1	-9	9	8

Further compounds
SMILES	TAAR1 antag	CHO parental Ca	CHRM1 agonist	M1 antag	TAAR1 ag	CHO-K1 Ca ag	CHO-K1 Ca antag	CHO-K1 Ca PAM	OXTR potentiator
O=c1oc(-c2ccccc2NS(=O)(=O)c2ccc(Cl)cc2)nc2ccccc12	-47	-17	-3	-16	24	0.5	0	15	-1
OC(c1ccccc1)(c1ccc(F)cc1)C(c1ccccc1)N1CCOCC1 (stereo not given)	nt	-15	-5	12	nt	-0.5	-4	7	-13
O=Cc1cccc2ccc3cccc(C(=O)O)c3c12	-12	-8	-2	-11	1	0.2	-14	0	-4
Brc1ccc(-c2nnc3sc(CN4CCc5ccccc5C4)cn23)cc1	-10	nt	-2	-12	3	1.2	-8	15	nt
Cc1ccc(NC(=S)NCCc2ccccc2)c(C)c1	-31	-11	-13	-4	18	0.8	-9	18	-1
